Rab9 promoter act: activators of Rab9 promoter | Huh7 Rab9 promoter-luciferase reporter, luminescence, 24 h | actives 2.8% (n = 320,000) | AID 485297 | Potency, µM (doses to about 9.22 µM), without a hit: at the top dose activation, negative = inhibition, usual class: activators; note: % of control where 0% means no effect; nearly all actives have a fitted effect of over 60% in size
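Measured in stably transfected Huh7 cells bearing a Rab9 promoter–luciferase construct: 24 h compound treatment at 37 °C, followed by luminescence detection.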
ELG1 genotoxic: genotoxicity induction in ELG1-luciferase HEK293T cells; HEK293T ELG1-luciferase reporter, luminescence, 16 h; Potency, µM (titrated, usually from 46 µM), inactives show at the highest dose activity change, positive = activation, most hits filed as activators; actives 1.3% (n = 330,000); AID 504466; note: % of control where 0% means no effect; nearly all actives have a fitted effect of over 60% in size
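After overnight (16 hr) compound treatment at 37 °C, ELG1-luciferase HEK293T cells were lysed with ONE-Glo; luminescence quantified 30 min later at room temperature.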
uPA surface inh: inhibitors of cell surface uPA generation; cell surface uPA generation assay, qHTS; Potency, µM (series often up to 38.3 µM), for inactives: at the highest dose activity change, negative = inhibition, most hits filed as inhibitors; actives 0.31% (n = 330,000); AID 540303; active = well fitted inhibition curve with a large enough effect; inconclusive = small, poorly fitted or top-dose-only effect; inactive = no such curve, though single readings can be large or run the other way; tested in mouse RAW 264.7 cells; note: % is set by controls: 0 for no effect and ±100 for the full control effect; nearly all actives have a fitted effect of over 55% in size
Gal4-VP16 FLuc: inhibits Gal4-VP16 luciferase reporter, ROR gamma counter-screen | Potency, µM (series often up to 53.6 µM), for inactives: top-dose activity, negative = inhibition, hits mostly inhibitors | Drosophila S2 Gal4-VP16 UAS-luciferase, luminescence, 20 h | actives 3.5% (n = 310,000);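 note: Gal4-VP16 expression switched on by copper sulfate through the metallothionein promoter; % is set by controls: 0 for no effect and ±100 for the full control effect; nearly all actives have a fitted effect of over 50% in size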
BRCA1 expr up: BRCA1 expression activation; Potency, µM (top dose mostly 46.1 µM), for inactives: top-dose activation, hits mostly activators; actives 1.1% (n = 380,000); MCF7-BRCA1-FFLuc reporter, luminescence, 48 h; response scale: scaled: vehicle 0%, 10 µM genistein 100%; note: nearly all actives have a fitted effect of over 80% in size; some results filed as inactive show a strong effect at the top dose
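Activators of BRCA1 expression were detected as increased firefly luciferase luminescence in engineered MCF7 cells after 48 h compound incubation. Signals were scaled to genistein 10 microM as full activation.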
MBNL1-CUG inh: blocks human MBNL1 binding to CUG repeat RNA | Potency, µM (series often up to 57.5 µM), for the others: top-dose activity change, negative = inhibition, usual class: inhibitors | TR-FRET MBNL1-His/biotin-(CUG)12 binding, 665/545 ratio | actives 0.036% (n = 280,000) | AID 2675 | Q9NR56; active = well fitted inhibition curve with a large enough effect in the signal ratio, with a control signal flat, not every such curve was filed as active; inconclusive = small, poorly fitted or top-dose-only effect, or effect the other way, or a change in a side signal; inactive = no such curve, though single readings can be large or run the other way; the % refers to the signal ratio; note: % is set by controls: 0 for no effect and ±100 for the full control effect
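Ratiometric TR-FRET (665 over 545 nm, excitation 340 nm) tracks disruption of MBNL1-His/biotin-(CUG)12 complex after 60 min at room temperature, with compounds at 92 nM to 58 uM final.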
p53 reactivator: mutant p53 re-activation in reporter cells; H1299 p53-A138V BP100-luciferase reporter, luminescence, 24 h; Potency, µM (titrated, usually from 92.2 µM), inactives show at the top dose activity change, positive = activation, hits mostly activators; actives 0.063% (n = 320,000); note: % of control where 0% means no effect; nearly all actives have a fitted effect of over 45% in size
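p53-null H1299 cells stably carrying temperature-sensitive p53-A138V and a BP100-luciferase reporter were pinned with compounds (4-point, 1:5 series) and held 24 hrs at 37 deg C. Luminescence was read 10 min after detection reagent.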
NPC1 promoter act: NPC1 promoter activation; Huh7 NPC1 promoter luciferase reporter, 24 h; Potency, µM (titrated, usually from 9.22 µM), inactives show at the top dose activation, usual class: activators; actives 2.4% (n = 320,000); AID 485313;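 note: % of control where 0% means no effect; nearly all actives have a fitted effect of over 60% in size; reporter is driven by a mutant NPC1 promoter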
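Readout is luciferase luminescence, reflecting NPC1 promoter activation in stably transfected Huh7 cells after 24 h compound exposure at 37 °C in reduced-serum medium with 10% FBS.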
RORgamma inh: ROR gamma (mouse) transcription inhibition; P51450; Drosophila S2 Gal4-RORgamma UAS-luciferase reporter, 20 h; Potency, µM (series often up to 53.6 µM), for the others: at the top dose activity change, negative = inhibition, hits mostly inhibitors; actives 5.4% (n = 310,000); AID 2551; note: % is set by controls: 0 for no effect and ±100 for the full control effect; nearly all actives have a fitted effect of over 60% in size
Target sequence (P51450 whole entry, looked up, the tested form may be a part): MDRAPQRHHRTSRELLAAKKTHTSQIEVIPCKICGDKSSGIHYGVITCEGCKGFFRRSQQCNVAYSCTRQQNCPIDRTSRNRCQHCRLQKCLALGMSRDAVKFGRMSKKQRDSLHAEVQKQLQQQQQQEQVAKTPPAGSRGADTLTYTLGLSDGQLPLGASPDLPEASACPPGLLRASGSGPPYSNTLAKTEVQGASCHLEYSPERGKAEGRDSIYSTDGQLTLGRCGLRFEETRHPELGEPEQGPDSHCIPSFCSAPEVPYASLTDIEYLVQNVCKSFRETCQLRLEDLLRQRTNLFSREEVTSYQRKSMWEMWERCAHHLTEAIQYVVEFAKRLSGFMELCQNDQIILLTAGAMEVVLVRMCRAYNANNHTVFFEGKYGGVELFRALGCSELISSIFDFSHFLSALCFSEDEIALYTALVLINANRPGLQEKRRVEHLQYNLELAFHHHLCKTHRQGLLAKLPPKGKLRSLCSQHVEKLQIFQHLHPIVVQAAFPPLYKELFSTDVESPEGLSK
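ROR gamma transcriptional activity was tracked as Gal4-UAS luciferase output in stably transfected Drosophila Schneider cells, with compound added 1 hr before 700 uM copper sulfate induction and a 20 hr ambient-temperature incubation.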
FLuc counter: counter-screen for miR-21 project: firefly luciferase inhibitors or activators. purified FLuc, Km substrates, luminescence inhibition. Potency, µM (top dose mostly 57.5 µM), for inactives: at the highest dose activity change, negative = inhibition, usual class: inhibitors. AID 588342. actives 6.9% (n = 360,000). P08659;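 note: plate controls were vehicle for no effect and reference inhibitor for full effect; nearly all actives have a fitted effect of over 55% in size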
Target sequence (P08659 whole entry, looked up): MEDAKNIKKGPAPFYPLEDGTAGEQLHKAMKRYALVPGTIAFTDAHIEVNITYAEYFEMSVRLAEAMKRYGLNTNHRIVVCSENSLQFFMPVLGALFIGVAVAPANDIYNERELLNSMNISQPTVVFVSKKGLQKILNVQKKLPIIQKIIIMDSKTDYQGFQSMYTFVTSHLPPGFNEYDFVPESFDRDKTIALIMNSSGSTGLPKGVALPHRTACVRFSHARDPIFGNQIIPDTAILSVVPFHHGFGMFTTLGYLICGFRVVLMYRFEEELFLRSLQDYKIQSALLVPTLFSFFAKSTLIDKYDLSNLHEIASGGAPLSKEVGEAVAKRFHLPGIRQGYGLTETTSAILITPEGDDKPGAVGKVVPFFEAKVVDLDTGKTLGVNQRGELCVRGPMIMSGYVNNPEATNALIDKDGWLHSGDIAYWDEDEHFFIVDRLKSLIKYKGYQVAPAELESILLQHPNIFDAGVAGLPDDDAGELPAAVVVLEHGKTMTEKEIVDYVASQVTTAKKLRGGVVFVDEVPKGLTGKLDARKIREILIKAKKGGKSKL
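Biochemical qHTS of compounds, final roughly 60 µM downward over six points, against 10 nM purified firefly luciferase using Km concentrations of substrates (10 uM D-luciferin, 10 uM ATP) in Tris acetate pH 7.5 buffer; luminescence output.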
Active calls of the source: *; ? = inconclusive; nt = no result given; & = joins results of further samples; [ ] = another dose, or the depositor's remark. Unless noted, calls come from the whole dose curve; as a rule, active = well fitted curve in the direction sought with a large enough effect; inconclusive = small, poorly fitted or top-dose-only effect, or another doubt; inactive = no such curve, though single readings can be large; an effect the other way counts as inactive or inconclusive. Potency is the fitted concentration of half-maximal effect.

Preview, 3 compounds:
SMILES	Rab9 promoter act	ELG1 genotoxic	uPA surface inh	Gal4-VP16 FLuc	BRCA1 expr up	MBNL1-CUG inh	p53 reactivator	NPC1 promoter act	RORgamma inh	FLuc counter
CC1=C(C(=O)N(C)C)C(c2ccc(C)s2)NC(=S)N1 (stereo not given)	-2%	-2%	-3%	-9%	0%	1%	-2%	-1%	-4%	-1%
Cc1ccc(NC2CCCN(C(=O)CN3C(=O)c4ccccc4C3=O)C2)cc1C (stereo not given)	7%	6%	0%	3%	-22%	14%	5%	-3%	12%	2%
COc1ccccc1NC(=S)Nc1ccccn1	-2%	-2%	2%	3.5µM*	21%	1%	12%	-1%	1.6µM*	?

The list itself, from the start:
SMILES	Rab9 promoter act	ELG1 genotoxic	uPA surface inh	Gal4-VP16 FLuc	BRCA1 expr up	MBNL1-CUG inh	p53 reactivator	NPC1 promoter act	RORgamma inh	FLuc counter
CC1=C(C(=O)N(C)C)C(c2ccc(C)s2)NC(=S)N1 (stereo not given)	-2%	-2%	-3%	-9%	0%	1%	-2%	-1%	-4%	-1%
Cc1ccc(NC2CCCN(C(=O)CN3C(=O)c4ccccc4C3=O)C2)cc1C (stereo not given)	7%	6%	0%	3%	-22%	14%	5%	-3%	12%	2%
COc1ccccc1NC(=S)Nc1ccccn1	-2%	-2%	2%	3.5µM*	21%	1%	12%	-1%	1.6µM*	?
CCOC(=O)c1ccc(NS(=O)(=O)c2ccc3c(c2)oc(=O)n3C)cc1	-4%	2%	-3%	0%	0%	-14%	10%	1%	?	1%
O=C(Cc1cccc2ccccc12)N/N=C/c1ccncc1	-13%	-4%	-2%	-4%	5%	?	-4%	-3%	12%	-3%
COc1cc(CSC)nc(-c2ccccc2)n1	1%	0%	0%	-12%	14%	nt	-2%	-4%	-20%	-4%
Cc1nc(C)n(CC(O)COc2ccc(C(=O)c3ccccc3)cc2)n1 (stereo not given)	4%	-7%	-2%	-21%	-57%	8%	-10%	2%	14%	3%
O=C(Nc1cccc2c1[nH]c1ccccc12)C(F)(F)F	-3%	0%	-11%	-11%	13%	-8%	-11%	-16%	?	-16%
Cc1ccc(NC(=O)N2CCN(Cc3ccc4c(c3)OCO4)CC2)cc1	-5%	2%	-9%	-15%	-9%	-4%	8%	5%	-3%	-7%
Cc1ccc(C(=O)Nc2ccc3c(c2)OCO3)cc1S(=O)(=O)N1CCCCC1	22%	?	0%	-3%	30%	-5%	29%	23%	?	17µM*
O=C(/C=C/c1ccc(F)cc1)NC(=S)N1CCCCC1c1cccnc1 (stereo not given)	-2%	1%	5%	?	-13%	-4%	1%	1%	5µM*	?
COc1cc(C(C)=O)ccc1OCC(=O)c1cc(C)n(C2CC2)c1C	6%	13%	1%	-9%	96%	13%	3%	10%	9%	?
O=C(c1ccccc1)c1c[nH]c(C(=O)NCCCn2ccnc2)c1	0%	1%	4%	-6%	1%	-8%	1%	0%	11%	0%
CSc1nc(C(=O)N2CCCC(N3CCN(c4ccccc4C)CC3)C2)cs1 (stereo not given)	-11%	-22%	0%	-16%	-25%	2%	-2%	-1%	36%	4%
Cc1nnc2sc(-c3csc4c3CCCC4)nn12	-1%	?	2%	1%	2%	14%	-19%	-1%	-35%	-12%
Cc1ccc(C)c(S(=O)(=O)c2c(C)cc(C)[nH]c2=O)c1	-12%	1%	4%	4%	17%	-1%	0%	-4%	29%	1%
Cc1cc(NCCCO)n2nc(-c3cccs3)cc2n1	-1%	5%	-2%	-5%	12%	-8%	-1%	8%	2%	?
CCOc1ccc(CCNC(=O)c2cccc(-n3cnnn3)c2)cc1OCC	-2%	-2%	1%	nt	-15%	nt	7%	-5%	nt	5%
CCc1ccc(N2C(=O)CC(N3CCN(Cc4ccc5c(c4)OCO5)CC3)C2=O)cc1 (stereo not given)	-10%	-2%	-3%	-9%	8%	-8%	-1%	-1%	?	4%
OCCCNc1nc(-c2ccc(Cl)cc2)nnc1-c1ccc(Br)cc1	1%	-3%	-6%	-12%	-66%	63%[activator]	-10%	-6%	?	-1%
O=C(Nc1ccc(-n2cnnn2)cc1)C1CCC1	2%	0%	-1%	-8%	2%	-12%	-1%	3%	0%	-1%
CC(=O)NS(=O)(=O)c1ccc(NC(=O)c2cccc(OCc3c(C)noc3C)c2)cc1	-5%	1%	-2%	nt	-12%	nt	3%	-2%	nt	?
Cc1ccc(COn2nnc3ccc(S(=O)(=O)N4CCOCC4)cc32)cc1	-3%	1%	12%	nt	-5%	nt	-10%	1%	nt	5%
O=C(COc1ncnc2ccccc12)Nc1ccc(S(=O)(=O)N2CCOCC2)cc1	-6%	-4%	3%	-1%	-9%	-12%	16%	-1%	29%	1%
CC(=O)Nc1ccc(S(=O)(=O)NC2(C(F)(F)F)NC(=O)N(c3ccc(Cl)cc3)C2=O)cc1 (stereo not given)	-1%	2%	nt	-6%	1%	-2%	2%	2%	-26%	-6%
O=C(O)COc1ccc(F)cc1Br	2%	2%	25%	-10%	6%	-4%	1%	2%	3%	1%
COc1ccc(NC(=O)CN(C)C(=O)c2ccc(N3CCCCC3)c([N+](=O)[O-])c2)cc1	-5%	-1%	0%	nt	-26%	nt	-3%	0%	nt	1%
Cc1ccc(NC(=O)COC(=O)C2(C)CC2(Cl)Cl)cc1S(=O)(=O)N1CCOCC1 (stereo not given)	-1%	1%	1%	nt	-18%	nt	1%	0%	nt	-4%
CNC(=O)C1CCN(S(=O)(=O)c2c(C)noc2/C=C/c2ccc(OC)cc2)CC1	-3%	14%	4%	0%	0%	13%	12%	-11%	-18%	-2%
CCc1ccc(CN2CCC(C(=O)Nc3ccc(Oc4ccccc4)nc3)CC2)o1	-12%	-4%	-1%	?	-4%	-6%	-1%	-10%	?	1%
Cc1ccc(CNC(=O)C2COc3ccccc3O2)cc1 (stereo not given)	?	14%	12%	-3%	?	9%	5%	16%	5%	?
COC(=O)c1ccc(C(c2c(N)n(Cc3ccccc3)c(=O)n(C)c2=O)N2CCOCC2)cc1 (stereo not given)	2%	-1%	4%	6%	-25%	-18%	-10%	0%	?	0%
COc1cc(/C=C2\S/C(=N/S(=O)(=O)c3ccc(C)cc3)NC2=O)c([N+](=O)[O-])cc1OC	8%	?	-1%	-13%	-3%[1.84 µM]	40%[activator]	8%	-6%	12%	-6%
Cc1ccc(C2N(c3cccc(Cl)c3)C(=O)C3CCCN32)o1 (stereo not given)	-1%	2%	4%	11%	2%	7%	0%	1%	-3%	0%
CCN(CC)c1ccc(C=Nc2ccc(C#N)cc2)c(O)c1	1%	9%	-6%	1%	-1%	?	10%	0%	-2%	-12%
CCOC(=O)CN1C(=O)COc2ccc(Cl)cc21	-1%	1%	nt	1%	5%	2%	8%	0%	-14%	-1%
COc1ccc(S(=O)(=O)NCCc2csc(-c3cccnc3)n2)cc1	1%	-13%	9%	-3%	-43%	?	3%	1%	19%	1%
O=C(c1ccccc1-c1nc(-c2ccccc2)no1)N1CCOCC1	9%	5%	nt	5%	-9%	-7%	10%	-4%	3%	-14%
O=C(Cc1coc2ccc3ccccc3c12)NC1CCCc2ccccc21 (stereo not given)	-1%	-2%	1%	-22%	-48%	10%	12%	-2%	1%	2%
COC(=O)c1cccc(Nc2nc3ccccc3nc2C)c1	2%	-5%	0%	13µM*	-12%	9%	5%	2%	-27%	-12%
CC1CC(C)CN(S(=O)(=O)c2ccc(C(=O)Nc3nnc(C4CC4)o3)cc2)C1 (stereo not given)	-2%	-4%	-2%	0.63µM*	-39%	-5%	-3%	-5%	0.56µM*	7%
CCCCOC(=O)c1sc2nc(N3CCOCC3)c3c(c2c1N)CC(C)(C)OC3	1%	1%	-2%	-10%	1%	-10%	3%	-5%	30%	0%
CC(c1ccccn1)N(Cc1ccco1)C(=S)Nc1cccc(F)c1 (stereo not given)	5%	-1%	4%	?	-2%	-5%	12%	-5%	13µM*	7%
O=C1NCCN1C(=O)c1ccccc1F	12%	-1%	4%	-6%	2%	4%	0%	4%	-3%	6%
Cc1cccc(NC(=O)C(C)SCc2ccccc2)c1 (stereo not given)	-1%	0%	1%	-4%	7%	-1%	-15%	-1%	6%	-16%
O=S(=O)(c1ccc(N2CCOCC2)nc1)N1CCOCC1	-4%	3%	2%	-5%	4%	-1%	2%	5%	1%	0%
O=P(OC1CCCCC1)(OC1CCCCC1)C(Nc1ccccc1)c1cccnc1 (stereo not given)	-3%	-12%	2%	3%	-29%	1%	1%	-6%	10%	1%
CCOc1ccc2nc(N3CCC(C(=O)NCCCN4CCOCC4)CC3)sc2c1	3.5µM*	?	2%	-13%	111%	0%	16%	?	-6%	8.5µM*
CC(=O)c1ccc(N2CCN(C(=O)Nc3ccc(C)cc3)CC2)cc1	1%	-6%	-5%	-3%	-27%	48%[activator]	-3%	-2%	7%	-7%&3%
COC(=O)c1ccc(CN2CCN(Cc3ccc(C(=O)OC)o3)CC2)o1	10%	14%	3%	-2%	-5%	-1%	0%	-4%	14%	4%
O=C1c2ccccc2C(=O)N1CC(O)CNc1ccc(Br)cc1 (stereo not given)	1%	2%	4%	4%	-49%	23%	6%	0%	44%	1%
C[N+]1=C2CCCCCN2C(O)(c2ccccc2)C1 (stereo not given)	-1%	0%	3%	1%	7%	2%	-5%	4%	23%	-1%
